S100A4 MyoIIA: inhibitors of S100A4-myosin IIA peptide binding, primary screen, biochemical, fluorescence polarization, TAMRA-MyoIIA peptide | Protein S100-A4 (Homo sapiens), P26447 | inhibition, % at 10.7 µM | 360,000 compounds, 0.14% hits;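 active = mean inhibition of at least 70% across replicates, with every replicate also reaching that level; inconclusive = mean inhibition reaches 70% but some replicates fall short; inactive = mean inhibition below 70%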
Target sequence (P26447 whole entry, looked up): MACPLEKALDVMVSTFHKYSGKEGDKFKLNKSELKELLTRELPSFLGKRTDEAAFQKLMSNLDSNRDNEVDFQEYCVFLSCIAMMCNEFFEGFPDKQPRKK
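Test system: S100A4 monomer protein. Medium: HEPES buffer with Ca2+, pH 7.2. Reagent: fluorescent myosin IIA peptide, 5 nM. Compound dosing: single-point compound testing. Timing: 5 min between mix addition and reading. Benchmarks: DMSO neutral and TFP positive wells.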
EWS-Fli block: EWS/Fli-driven NR0B1 reporter inhibitors, primary screen, A673 cells, NR0B1 luciferase, luminescence, MLPCN library; AID 651661, 2012; 350,000 compounds, 0.67% hits; viability-normalised; inhibition, % at 12.6 µM;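 active = mean inhibition of at least 50% after viability correction, with every replicate also passing that limit; inconclusive = mean reaches 50% but only one of two replicates passes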;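 also: firefly luciferase signal divided by Alamar Blue viability fluorescence both relative to DMSO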
XiGFP reactiv: activators of inactive X chromosome reactivation, primary screen, imaging, XiGFP fibroblasts, GFP high-content imaging, set 2. XiGFP mouse fibroblasts, % GFP-positive cells imaging, 3 d; cells co-treated with 5-aza-dC sensitizer; scaled so ellipticine positive control = 100%. activation, % at 7.58 µM. 360,000 compounds, 0.055% hits;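 active = mean normalized replicate activation at least 10% and every replicate at or above 10%; inconclusive = only one of the two criteria met; inactive = mean below 10% and not all replicates reach 10%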;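 also: 0% = median of on-plate neutral control wells and 100% = ellipticine 6 µM median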
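assay system = SV40-immortalized XiGFP fibroblast cells, line 68-5-11 | buffer or medium = DMEM plus 5-aza-dC sensitizer | doses = single-point pinned compound dosing | times = 3-day compound exposure, then 15 min fixation at room temperature | benchmarks = positive control ellipticine, 6 µM final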
RAD54 inh: inhibitors of human RAD54 branch migration, primary screen, biochemical, fluorescence, single point; DNA repair and recombination protein RAD54-like (Homo sapiens), Q92698; RAD54 Holliday junction branch migration, FAM/BHQ fluorescence; inhibition, % at 10.4 µM; 360,000 compounds, 0.14% hits; AID 602329, 2012;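 active = mean normalized replicate activity at least 40 and at least half of replicates scoring 40 or more; inconclusive = only one of the two criteria met; inactive = mean below 40 and under half of replicates reaching 40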;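 also: 0% = median of neutral control wells and 100% = median of positive control wells; inhibitors cause a drop in the FAM fluorescence signal; in these data hits start at about 50%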
FN deposition inh: inhibitors of fibronectin matrix deposition, primary screen, AH1F cells, Alexa488-fibronectin fluorescence, plate reader; 350,000 compounds, 0.086% hits; AID 743247, 2014; inhibition, % at 12.6 µM; AH1F fibroblasts, overnight;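 active = mean inhibition across replicates of 30% or more, regardless of how many single replicates reach that level; inconclusive = mean under 30% yet at least half of replicates reach 30%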;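 also: positive control wells lacked labelled fibronectin entirely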
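Assay system: AH1F fibroblasts assembling fluorescent fibronectin matrix; Amount: 10000 AH1F cells per well; Buffer or medium: DMEM, 2% serum; Probe or stimulus: Alexa488-fibronectin, 24 nM final in well; Doses: single compound dose, delivered by pin transfer; Incubation: 1 h adhesion, overnight exposure; Measured by: fluorescence 485/525 nm; Read-out: fibronectin deposition inhibition.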
E-sel inducer: E-selectin induction in HUVECs, primary screen, imaging, HUVEC, immunofluorescence imaging, single point; normalized: neutral wells 0, TNF-alpha wells 100; activation, % at 7.58 µM; AID 686992, 2013; P16581; 260,000 compounds, 0.37% hits;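 active = mean E-selectin-positive cell signal at least 10% of the positive control, reached in at least 60% of replicates, without over 20% cell loss; inconclusive = no rule given, readout overlaps actives, possibly toxicity-flagged; inactive = the rest, including those meeting only one limit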;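 also: in these data hits start at about 27%; measured in HUVEC primary endothelial cells; signal is the percent of cells scored E-selectin positive by PE staining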
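Assay system: HUVEC, human umbilical vein endothelial cells / Amount: 3,000 HUVEC/well / Controls: TNF-alpha positive control, DMSO neutral control / Compound dosing: single concentration / Medium: EGM-2 over gelatin coat / Evaluation: percent E-selectin-positive cells / Signal: immunofluorescence imaging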
RAD52 anneal inh: RAD52 DNA annealing inhibitors, primary screen, biochemical, FRET, single point, set 2; recombinant RAD52 DNA annealing, FRET fluorescence; 360,000 compounds, 0.46% hits; AID 651710, 2012; DNA repair protein RAD52 homolog (Homo sapiens), P43351; inhibition, % at 18.7 µM;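 active = every replicate showing at least 50% inhibition; inconclusive = mean inhibition at least 50% but not in every replicate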
Target sequence (P43351 whole entry, looked up): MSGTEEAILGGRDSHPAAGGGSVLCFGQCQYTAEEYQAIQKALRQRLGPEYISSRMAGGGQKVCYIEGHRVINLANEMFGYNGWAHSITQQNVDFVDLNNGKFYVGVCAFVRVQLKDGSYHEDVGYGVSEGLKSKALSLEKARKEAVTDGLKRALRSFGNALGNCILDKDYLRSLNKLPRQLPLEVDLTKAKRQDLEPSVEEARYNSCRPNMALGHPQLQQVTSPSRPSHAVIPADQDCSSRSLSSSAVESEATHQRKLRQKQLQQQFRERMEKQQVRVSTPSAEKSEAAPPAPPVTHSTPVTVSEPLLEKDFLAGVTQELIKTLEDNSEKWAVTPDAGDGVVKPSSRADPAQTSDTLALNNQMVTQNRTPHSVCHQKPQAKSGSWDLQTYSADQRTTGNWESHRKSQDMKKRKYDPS
esBAF inh: Bmi1 luciferase reporter increase in mESCs, primary screen, esBAF inhibitor project, mouse ES cells, Bmi1 luciferase knock-in, single point; 24 h; 100% = twice the neutral-well signal; reporter increase, % at 12.5 µM; 350,000 compounds, 2% hits; in the data active = activation above about 40%; inconclusive = no clear call, values can overlap the other calls;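 also: 0% = median of the plate's neutral control wells and 100% = double that signal; a rise in the Bmi1 reporter signal indicates esBAF inhibition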
Active calls of the source: *; ? = inconclusive; . = no result given.

Second line of a record: S100A4 MyoIIA	FN deposition inh	RAD54 inh	E-sel inducer	esBAF inh	XiGFP reactiv	EWS-Fli block	RAD52 anneal inh
> COc1ccc([N+](=O)[O-])cc1NC(=O)c1ccc(-n2nc(C)cc2C)cc1
  -1	-3	.	.	.	0.0	7	-7
> COc1ccc(Oc2nc(-c3ccccn3)nc3ccccc23)cc1
  2	7	-2	.	.	0.1	21	-31
> Cc1cccc(OCCCn2c(CO)nc3ccccc32)c1
  -1	2	.	-0.1	15	-0.2	-32	2
> C[C@@H]1CN([C@H](C)CO)C(=O)c2cc(C#C[C@@H](C)O)cnc2O[C@@H]1CN(C)CC1CCOCC1
  1	-8	6	-0.6	-1	0.0	-9	0
> Cc1ccc(S(=O)(=O)Nc2ccccc2C(=O)N2CCCCC2)cc1
  -3	.	4	0.7	.	0.0	.	-2
> O=C(N/N=C/c1cn(-c2ccccc2)nc1-c1cc2ccccc2o1)c1ccncc1
  .	-1	-10	1.6	.	-0.3	.	.
> C[C@@H]1CCCCO[C@@H](CN(C)S(=O)(=O)c2ccc(F)cc2)[C@@H](C)CN([C@H](C)CO)C(=O)c2cc(NS(=O)(=O)c3ccc(F)cc3)ccc2O1
  .	-11	6	-0.3	5	0.0	-3	.
> O=C(CCCn1cc([N+](=O)[O-])cn1)Nc1ccc2c(c1)OCO2
  -3	-1	-1	0.0	3	0.6	-2	-8
> O=C(CSc1nc2ccsc2c(=O)n1Cc1ccc(C(=O)O)cc1)NCc1ccco1
  .	-4	4	.	-5	0.0	.	.
> CCCCN(C(=O)c1ccc(-c2ccc([N+](=O)[O-])cc2)o1)c1c(N)n(CC(C)C)c(=O)[nH]c1=O
  -2	-6	-8	-0.3	4	0.0	10	-21
> CC(C)NC(=O)Nc1ccc2c(c1)C(=O)N([C@@H](C)CO)C[C@H](C)[C@@H](CN(C)C(=O)Nc1ccc3c(c1)OCO3)OCCCC[C@H](C)O2
  -7	-6	3	.	3	-0.1	-8	-13
> O=C(Nc1cc(S(=O)(=O)N2CCCCC2)ccc1O)c1ccccc1NS(=O)(=O)c1ccc(F)c(F)c1
  6	3	-4	0.2	.	-0.1	9	-29
> CC(=O)Nc1ccc(CNc2nc3cc(-c4cccc(C(F)(F)F)c4)sc3c(=O)n2C)cc1
  1	-20	4	0.7	2	0.2	-1	7
> O=C(O)c1cc(S(=O)(=O)N2CCCCC2)ccc1N1CCCCC1
  -1	2	-9	-0.4	-6	0.0	3	-10
> C=CCN(Cc1nc(-c2cc(OC)ccc2OC)oc1C)C1CCS(=O)(=O)C1 (configuration not stated)
  -4	-9	.	-1.2	-8	0.0	-3	-8

Reprinted from the part before: five entries; new compounds follow.
Second line of a record: S100A4 MyoIIA	FN deposition inh	RAD54 inh	E-sel inducer	esBAF inh	XiGFP reactiv	EWS-Fli block	RAD52 anneal inh
> CC(C)NC(=O)Nc1ccc2c(c1)C(=O)N([C@@H](C)CO)C[C@H](C)[C@@H](CN(C)C(=O)Nc1ccc3c(c1)OCO3)OCCCC[C@H](C)O2
  -7	-6	3	.	3	-0.1	-8	-13
> O=C(Nc1cc(S(=O)(=O)N2CCCCC2)ccc1O)c1ccccc1NS(=O)(=O)c1ccc(F)c(F)c1
  6	3	-4	0.2	.	-0.1	9	-29
> CC(=O)Nc1ccc(CNc2nc3cc(-c4cccc(C(F)(F)F)c4)sc3c(=O)n2C)cc1
  1	-20	4	0.7	2	0.2	-1	7
> O=C(O)c1cc(S(=O)(=O)N2CCCCC2)ccc1N1CCCCC1
  -1	2	-9	-0.4	-6	0.0	3	-10
> C=CCN(Cc1nc(-c2cc(OC)ccc2OC)oc1C)C1CCS(=O)(=O)C1 (configuration not stated)
  -4	-9	.	-1.2	-8	0.0	-3	-8
> CO[C@H]1CN(C)C(=O)c2cc(NC(=O)Nc3cccc(F)c3)ccc2OC[C@H](C)N(C(C)=O)C[C@@H]1C
  1	10	-1	-0.2	0	0.3	-1	-21
> Cc1ccc2[nH]c(=O)cc(C(=O)OC(C)C)c2c1
  5	-25	.	.	.	0.0	9	-27
> O=C(C[C@H]1CC[C@@H]2[C@H](COC[C@H](O)CN2CC2CCOCC2)O1)NCc1ccc(Cl)cc1
  10	-13	-1	0.0	-11	0.0	6	6
> Oc1c(C(c2cccs2)N2CCC3(CC2)OCCO3)sc2ncnn12 (configuration not stated)
  2	-2	7	.	-3	0.0	1	-5
> O=C(NC1CCN(C(=S)NCCc2ccccc2)CC1)C1CC1
  7	4	.	.	.	0.0	6	-8
> CCn1c(CC(=O)Nc2ccc(Cl)c(Cl)c2)nnc1SCc1ccc(C)cc1
  .	3	-12	-0.4	.	0.1	.	.
> C[C@@H]1CN([C@H](C)CO)C(=O)c2cc(/C=C/c3ccccc3)cnc2O[C@H]1CN(C)C(=O)c1ccc(F)cc1
  0	-2	13	-0.7	-3	-1.2	3	13
> C[C@H](CO)N1C[C@H](C)[C@@H](CN(C)C(=O)Cc2cccnc2)Oc2ncc(C#CC3(O)CCCC3)cc2C1=O
  .	-12	.	-0.3	-2	-1.0	1	.
> CC(=O)Oc1ccc2c(c1)C(=O)c1ccccc1C2=O
  3	2	9	.	19	0.0	-24	-15
> CC(C)NS(=O)(=O)c1ccc(Br)c(C(=O)OC(C)C(=O)NC2CCCCC2C)c1 (configuration not stated)
  3	4	-2	.	-13	0.0	8	-10
> O=C(C1COc2ccccc2O1)N1CCN(S(=O)(=O)c2ccccc2)CC1 (configuration not stated)
  -3	1	14	.	.	0.1	3	0
> COc1cccc(OC)c1OCCOc1ccc(C(=O)c2ccccc2)cc1
  4	-2	.	0.0	.	0.1	-1	-15
> Cc1noc(C)c1S(=O)(=O)Nc1ccc2c(c1)C(=O)N([C@H](C)CO)C[C@H](C)[C@@H](CN(C)S(=O)(=O)c1c(C)noc1C)OCCCC[C@@H](C)O2
  -12	-2	-5	-0.2	-4	0.1	-4	-10
> COc1ccc2c(c1OC)C(=O)N1N=C(c3ccc(-c4ccccc4)cc3)CC21 (configuration not stated)
  -4	-2	.	.	.	0.1	15	-3
> Cc1noc(C)c1NC(=O)Nc1ccc2c(c1)C(=O)N([C@H](C)CO)C[C@H](C)[C@@H](CN(C)C(=O)NC1CCCCC1)OCCCC[C@H](C)O2
  -15	.	-4	0.1	4	0.1	-10	11
> CCCCNC(=O)C1c2ccccc2OCC(=O)N1C1CC1 (configuration not stated)
  -2	1	.	.	.	0.2	-6	-11
> COc1cccc(-c2csc(/C(C#N)=C/Nc3cc4oc5ccccc5c4cc3OC)n2)c1
  -3	-13	.	10	.	0.0	4	-181
> Cc1noc(C)c1NC(=O)N(C)C[C@@H]1OCCCC[C@H](C)Oc2ccc(N(C)C)cc2C(=O)N([C@@H](C)CO)C[C@@H]1C
  -5	.	-5	-0.1	5	0.2	0	0
> N#Cc1ccc(COC(=O)c2cc(=O)c3ccccc3o2)cc1
  3	.	.	.	.	0.0	10	-14
> Cc1nnc(-c2ccc(Oc3ccc(Br)cc3)c([N+](=O)[O-])c2)o1
  -3	-3	.	.	.	0.3	-48	-4
> CNC[C@H]1Oc2ccc(NS(=O)(=O)c3ccc(C)cc3)cc2C(=O)N([C@@H](C)CO)C[C@@H]1C
  -6	.	-3	0.1	4	0.1	-7	5
> O=C(C1=NOC(CNc2ncc(C(F)(F)F)cc2Cl)C1)N1CCOCC1 (configuration not stated)
  -12	-9	0	.	-4	0.0	-8	-15
> C[C@@H]1CN([C@@H](C)CO)S(=O)(=O)c2ccc(Br)cc2O[C@@H]1CN(C)Cc1ccncc1
  111*	-3	0	0.0	4	0.0	-5	5
> CC(Oc1ccccc1Cl)C(=O)Nc1ccccc1C(=O)N1CCOCC1 (configuration not stated)
  0	3	-10	-0.2	-4	0.2	2	-13
> OCCCCCCNc1ccc(CCO)cc1
  -3	.	-4	.	9	0.0	-21	-4
> Cc1ccc2nc3n(c(=O)c2c1)-c1cc(Cl)ccc1C(=O)NC3Cc1ccccc1 (configuration not stated)
  14	-3	.	0.0	.	0.1	2	-9
> Cc1nn(-c2ccccc2)c(N)c1N=Nc1ccc2ccccc2c1
  .	-1	-4	.	?	0.0	.	.
> CC(=O)Nc1ccc(-c2cc(-c3ccc(NC(C)=O)cc3)nc(-c3ccc(NC(C)=O)cc3)n2)cc1
  -3	-27	5	.	-7	0.0	-12	-12
> CCc1nc2ccc(C(=O)NCCCn3ccnc3)cn2c1N(CC)CCN(C)C
  -3	1	8	-0.2	2	-0.1	-12	-11
> COc1cc(/C=C/c2ccc3cccc(O)c3n2)ccc1O
  -24	12	4	-0.1	13	1.7	-74	-20
> C[C@@H]1CCCCO[C@H](CN(C)S(=O)(=O)c2cccs2)[C@H](C)CN([C@@H](C)CO)C(=O)c2cc(NC(=O)c3ccccc3)ccc2O1
  .	.	4	0.2	0	-0.1	-2	.
> O=C(Nc1ccccc1F)N1CCC(NC(=O)C23CC4CC(CC(C4)C2)C3)CC1
  -2	-3	-3	.	0	0.0	3	-7
> NS(=O)(=O)c1ccc(NC(=O)CSc2nc3ccccc3nc2N2CCOCC2)cc1
  11	4	-3	1.6	-6	0.2	-2	-24
> CCC(=O)N(C)C[C@H]1Oc2ncc(C#CCC3CCCC3)cc2C(=O)N([C@@H](C)CO)C[C@@H]1C
  17	.	3	-0.2	-4	0.3	2	2
> NS(=O)(=O)c1cccc(NC(=O)c2ccno2)c1
  3	0	7	?	-10	0.0	-6	-21
> CCOc1cccc(NC(=O)CSc2sc3c(O)cc(=O)[nH]c3c2C#N)c1
  -8	-14	-10	.	4	0.1	5	-49
> Cc1ccc(C(C)(C)C)c(SCC(=O)Nc2nnc(C)s2)c1
  -1	-2	0	0.2	-6	0.3	-36	-6
> Cc1ccc(S(=O)(=O)N2CCCC2=O)c(C)c1N(C)S(C)(=O)=O
  3	-2	2	1.4	-3	0.0	3	-17
> Cc1ccc(NC(=O)CSCC(=O)N=c2sccn2C)cc1
  -2	-5	-4	-0.1	7	0.0	-10	-10
> C[C@H](CO)N1C[C@H](C)[C@@H](CN(C)S(=O)(=O)c2cn(C)cn2)Oc2ccc(NC(=O)Nc3ccc4c(c3)OCO4)cc2CC1=O
  .	.	-2	-3.8	2	0.0	-1	.
